# VLA-4 inh = inhibition in a human VLA-4 binding assay; 330,000 tested, 0.2% active; inhibition, % (about 7 µM as worked out from the volumes in the protocol); P13612; VLA-4 expressing cells, ligand binding flow cytometry; AID 2557; in the data active = inhibition above about 50%
# Target sequence (P13612 whole entry, looked up): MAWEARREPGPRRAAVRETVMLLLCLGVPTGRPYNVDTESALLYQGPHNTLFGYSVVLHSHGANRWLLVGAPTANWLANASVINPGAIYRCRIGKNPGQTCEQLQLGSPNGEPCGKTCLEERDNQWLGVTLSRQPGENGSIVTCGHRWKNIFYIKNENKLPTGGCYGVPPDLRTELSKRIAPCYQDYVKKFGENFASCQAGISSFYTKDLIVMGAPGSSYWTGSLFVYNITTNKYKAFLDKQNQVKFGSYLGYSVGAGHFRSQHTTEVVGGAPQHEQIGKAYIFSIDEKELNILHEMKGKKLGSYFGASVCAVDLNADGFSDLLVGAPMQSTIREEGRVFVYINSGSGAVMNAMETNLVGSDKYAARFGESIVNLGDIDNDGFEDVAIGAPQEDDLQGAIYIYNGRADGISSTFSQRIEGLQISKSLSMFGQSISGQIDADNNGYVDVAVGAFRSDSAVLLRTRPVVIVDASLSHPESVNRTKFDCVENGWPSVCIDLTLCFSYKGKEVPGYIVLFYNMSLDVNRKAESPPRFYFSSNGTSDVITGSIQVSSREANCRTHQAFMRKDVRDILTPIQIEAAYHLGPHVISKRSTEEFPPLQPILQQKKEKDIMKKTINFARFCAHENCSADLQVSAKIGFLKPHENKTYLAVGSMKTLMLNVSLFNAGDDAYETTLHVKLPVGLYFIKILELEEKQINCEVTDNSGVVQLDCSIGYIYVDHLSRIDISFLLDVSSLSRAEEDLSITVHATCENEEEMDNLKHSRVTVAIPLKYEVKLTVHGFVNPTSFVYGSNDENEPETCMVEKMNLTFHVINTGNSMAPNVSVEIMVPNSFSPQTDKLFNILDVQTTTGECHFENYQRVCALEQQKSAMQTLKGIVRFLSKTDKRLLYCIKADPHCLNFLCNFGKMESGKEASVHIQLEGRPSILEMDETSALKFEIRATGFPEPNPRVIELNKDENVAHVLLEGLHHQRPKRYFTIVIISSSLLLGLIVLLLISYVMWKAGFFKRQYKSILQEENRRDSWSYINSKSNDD
# MEP2 TOR yeast = modulators of TOR pathway MEP2-GFP in S. cerevisiae. S. cerevisiae MEP2-GFP strain, flow cytometry GFP, 3 h; 100% = DMSO control level. GFP response vs DMSO, % at 10 µM. 330,000 tested, 0.51% active. AID 2016;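 active = GFP response versus DMSO above a set limit, roughly screen mean plus 3 SD, cut at about 180% in these data; inconclusive = fewer than 70 cells counted for a yeast strain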;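 also: median GFP fluorescence of the barcode-gated MEP2-GFP cells per well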
# AGP1-GFP MLPCN = alters AGP1-GFP fluorescence in TOR pathway yeast screen. S. cerevisiae AGP1-GFP multiplex flow cytometry, 3 h; GFP as percent of DMSO wells. GFP response vs DMSO, % at 10 µM. 320,000 tested, 0.02% active. AID 2066;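 active = GFP response relative to DMSO above a set limit, near screen average plus 3 SD, cut at about 150% in these data; inconclusive = fewer than 70 cells counted for the yeast strain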;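 also: median GFP channel fluorescence of the gated AGP1 strain per well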
# JMJD2C inh = human JMJD2C demethylase inhibition; Q9H3R0; GST-JMJD2C(1-420) H3K9me3 demethylation, DELFIA europium; inhibition, % at 2.35 µM; 330,000 tested, 0.069% active; AID 2099;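 active = more than half of a compound's replicate wells show inhibition beyond 50%, single wells judged on their own value; inconclusive = some, but no more than half, of replicates pass 50% inhibition; inactive = no replicate passes 50% inhibition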;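 also: signal counts dimethyl H3K9 product captured on neutravidin plate; 0% = median of DMSO wells and 100% = 0.3 times that DMSO median; strong numbers were not always called active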
# LAP4 TOR yeast = modulators of TOR pathway LAP4-GFP in S. cerevisiae; S. cerevisiae LAP4-GFP multiplex, flow cytometry GFP, 3 h; median GFP as percent of DMSO wells; GFP response vs DMSO, % at 10 µM; 320,000 tested, 0.34% active; AID 2023;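 active = GFP response vs DMSO above a set limit, about the screen mean plus 3 SD, cut at about 150% in these data; inconclusive = under 70 cell events counted for the yeast strain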
# RPL19A-GFP yeast = yeast TOR pathway RPL19A-GFP modulation; S. cerevisiae RPL19A-GFP strain, flow cytometry, 3 h; hits give low values; percent response vs DMSO, % at 10 µM; 330,000 tested, 0.3% active; AID 2025;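 active = percent response vs DMSO below 50%; inconclusive = fewer than 70 events counted for the yeast strain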;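 also: median channel GFP fluorescence of the barcoded RPL19A-GFP strain; ratio of sample median GFP to plate DMSO average so 100% = DMSO; lower means less RPL19A-GFP as with rapamycin TOR inhibition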
# CIT2 TOR yeast = alters CIT2-GFP fluorescence in TOR pathway yeast screen. S. cerevisiae CIT2-GFP strain, flow cytometry, 3 h; 100 means same as DMSO wells. GFP response vs DMSO, % at 10 µM. 320,000 tested, 0.065% active. AID 2029;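 active = GFP response relative to DMSO above a set limit, near the screen mean plus 3 SD, cut at about 150% in these data; inconclusive = Fewer than 70 cells measured for a yeast strain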;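 also: ratio of well median GFP fluorescence to mean of DMSO wells on the plate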
# GRK2 inh = blocks RNA aptamer binding to human GRK2; bead flow cytometry, FAM-aptamer displacement from GRK2; inhibition of aptamer binding, % at 10 µM; AID 488847; 330,000 tested, 0.59% active;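 active = inhibition of aptamer binding above 40%, roughly 3 SD of noise, on plates passing a quality check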;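 also: median bead fluorescence of bound FAM aptamer so fluorescent compounds give negative values; no value below 0 was filed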
# The depositor's hits bear a star; i = inactive; ? = inconclusive; . = not tested or not shown; & = joins results of further samples; [ ] = dose if it differs, or a comment.
VLA-4 inh	MEP2 TOR yeast	AGP1-GFP MLPCN	JMJD2C inh	LAP4 TOR yeast	RPL19A-GFP yeast	CIT2 TOR yeast	GRK2 inh	structure
6	101	93	?	95	96	89	4	COc1cccc(C(=O)NCC(c2cccs2)N2CCc3ccccc32)c1 (centres undefined)
-2	92	102	-7	100	95	103	15	Cc1cccc(CNc2ncnc3ccc(-c4ccc5c(c4)OCCO5)cc23)c1
7	89	97	-27	94	.	95	0	O=C(COc1ccccc1)Nc1ncc2c(n1)CCCC2=O
-9	100	105	-11	94	105	105	0	FC(F)(F)c1cc(-c2cccs2)nc2ncnn12
0	94	95	-16	91	100	94	0	COC(=O)c1ccccc1NC(=O)CCCn1nc(C)c2c(C)n(-c3ccccc3)nc2c1=O
-2	103	99	7	105	101	108	1	COC(=O)c1ccccc1Sc1c(/C=N/OCc2ccc(Cl)cc2)c(C(F)(F)F)nn1C
-20	106	98	0	97	107	100	2	O=C(/C=C/c1ccccc1)NC(=S)Nc1ccccc1O
4	123	99	-1	100	100	104	0	CCc1nc2ccc(C(=O)NCCc3ccco3)cc2nc1CC
0	111	110	-2	110	106	107	4	CCOC(=O)c1c(NC(C)=O)sc2c(OC)c(Br)ccc12
5	104	106	-1	112	105	101	1	O=C(CN1CCN(C(=O)c2ccccc2F)CC1)Nc1ccc(Br)cc1
21	108	110	7	108	104	103	5	CCC(C)(C)c1ccc(OCC(=O)N(C)C)c(C(C)(C)CC)c1
0	110	100	1	101	101	106	94*	COc1cc(C(=O)NCCCN2CCCC2=O)cc(OC)c1OC
-6	114	100	i	102	105	100	0	CCn1c(=O)c(C(=O)NCCc2ccc(OC)c(OC)c2)c(O)c2ccccc21
2	100	98	-4	102	102	96	0	O=C(Nc1ccc([N+](=O)[O-])cc1)N1CCCCCC1
0	112	103	-11	101	106	109	0	C=CCn1c(O)c(N=Nc2nc3ccccc3c(=O)n2-c2ccccc2)c2ccccc21
1	94	94	-26	98	89	89	0	O=C(O)c1ccccc1C(=O)Nc1ccc(Oc2ccc3ccccc3c2)cc1
1	106	108	i	99	110	104	0	CC(=O)Nc1ccc(OCCOc2ccc([N+](=O)[O-])cc2)cc1
-8	101	101	-2	102	102	103	1	CCCCCCCCOC(=O)CCc1c(C)[nH]c(=S)[nH]c1=O
-29	97	95	21	107	97	86	1	CCOC(=O)c1cnc2ccccc2c1Nc1cc(C(=O)O)ccc1C
4	109	98	4	106	105	103	0	Cc1ccc(N2CC(C(=O)Nc3ccccc3OC(F)F)CC2=O)cc1 (centres undefined)
-1	107	99	3	102	98	105	0	Cc1ccc(N/C=C(/C#N)c2ccsc2)cc1C
1	102	103	2	106	97	100	0	Cc1cc(-c2ccccc2)nc(Oc2ccc(C(C)(C)C)cc2)c1S(C)(=O)=O
1	113	101	-1	88	105	96	2	O=C(c1ccc(F)cc1)N1CCN(C2=NS(=O)(=O)c3ccccc32)CC1
-3	96	98	0	106	97	97	0	CCc1nc2ccc(C(=O)Nc3nnc(C)s3)cc2nc1CC
0	95	78	i	136	93	69	0	CCCCCCCCCC(=O)OCC(O)CO (centres undefined)
-4	122	117	92	114	107	112	3	CCCCn1c(=O)nc2n(-c3ccc(OC)cc3)c3ccccc3cc-2c1=O
6	101	94	3	103	96	91	3	Cc1nn(-c2ccccc2)c2nc(-c3cccs3)cc(C(=O)NN)c12
-7	99	97	2	103	97	94	4	O=C1/C(=C/C=C/c2ccccc2)Oc2c1ccc(O)c2CN1CCN(CCO)CC1
5	98	.	-29	94	86	87	4	O=S(=O)(Nn1cnnc1)c1ccc(F)cc1
-1	103	109	11	106	98	102	1	O=S1(=O)CCS(=O)(=O)C1c1ccccc1
10	104	89	-5	101	99	92	2	Oc1ccc(Cl)cc1-c1cc(-c2ccccc2Cl)[nH]n1
9	88	102	18	94	94	92	0	CC(=O)Nc1ccc(NC(=O)CSc2ccc3nnc(CCNS(=O)(=O)c4ccc(C)cc4)n3n2)cc1
5	99	108	-2	86	105	107	2	CC1(C)Cc2c(sc3nc(=S)[nH]c(N)c23)CO1
45	103	109	10	104	102	103	0	Cc1ccc(C(=O)NCc2ccccc2CN2CCCC2)cc1S(=O)(=O)N1CCOCC1
19	99	91	0	94	104	94	0	CCOC(=O)c1sc(NC(=O)Cc2c(F)cccc2Cl)nc1C
1	108	96	-7	96	103	102	3	C=CCOC(=O)/C(=C\c1ccccc1)NC(=O)c1ccco1
33	102	103	-13&7	92	97	98	0	COc1ccc(N2CC(C)Cn3c2nc2c3c(=O)n(Cc3ccc(F)cc3)c(=O)n2C)c(OC)c1 (centres undefined)
-2	105	99	4	90	103	111	18	COc1ccccc1CC(=O)Nc1ccc2[nH]ncc2c1
0	65	83	9	103	92	93	0	O=C(CCc1nc2ccccc2c(=O)[nH]1)NCc1ccco1
-12	108	122	-3	127	96	109	0	CC(=O)Nc1cccc(C(=O)/C=C/c2ccc[nH]2)c1
36	99	87	.	103	105	79	0	CCCn1c(=O)c2[nH]c(-c3ccc(S(=O)(=O)O)cc3)nc2n(CCC)c1=O
5	93	102	9	97	100	83	1	Cc1ccc(CNc2nc3ccc(C)cc3n3cnnc23)cc1
3	98	96	1	94	99	98	5	O=C(NC(=S)Nc1ccc2[nH]c(=O)[nH]c2c1)c1ccccc1F
8	111	102	-32	97	102	101	2	O=C(NCc1ccco1)C1CCN(C(=O)c2ccc([N+](=O)[O-])cc2)CC1
5	101	100	3	109	99	105	1	CCOC(=O)c1[nH]c2ccc(Cl)cc2c1NC(=O)c1nonc1C
-8	101	102	-17	96	99	98	3	O=C(CN1CCC(C(=O)c2ccc3c(c2)OCCO3)CC1)NC1CCCC1
11	103	105	8	98	100	103	1	COc1ccc(CC(=O)N[C@@H](C)C(=O)N2CCC3(CC2)NCCc2[nH]cnc23)cc1
-69	105	94	-1	106	95	97	3	Nc1ccc2nc(-c3ccccc3)cnc2c1
3	98	64	0	91	103	79	0	CCN1CCCC1CNC(=O)C1CCN(C(=O)c2cc3sccc3n2Cc2ccc(F)cc2)CC1 (centres undefined)
34	91	89	9	98	97	.	1	O=C(COC(=O)CCNS(=O)(=O)c1cccc(C(F)(F)F)c1)NC(=O)NC1CCCCC1

# Quoted at random: two records from the list
VLA-4 inh	MEP2 TOR yeast	AGP1-GFP MLPCN	JMJD2C inh	LAP4 TOR yeast	RPL19A-GFP yeast	CIT2 TOR yeast	GRK2 inh	structure
-8	101	102	-17	96	99	98	3	O=C(CN1CCC(C(=O)c2ccc3c(c2)OCCO3)CC1)NC1CCCC1
36	99	87	.	103	105	79	0	CCCn1c(=O)c2[nH]c(-c3ccc(S(=O)(=O)O)cc3)nc2n(CCC)c1=O

# (cont.)
VLA-4 inh	MEP2 TOR yeast	AGP1-GFP MLPCN	JMJD2C inh	LAP4 TOR yeast	RPL19A-GFP yeast	CIT2 TOR yeast	GRK2 inh	structure
5	106	97	-5	98	94	96	0	CC(C)Cn1c2c(c(O)c(C(=O)Nc3nccs3)c1=O)CCCC2
9	105	104	5	100	103	108	0	COc1ccccc1NC(=O)C(=O)NNC(=O)c1ccco1
11	103	96	-19	89	97	100	6	O=C(NCCSCc1ccco1)c1ccc(=O)[nH]c1
1	101	103	7	97	100	102	1	CC1(C)CC2CC(C)(CN2C(=O)COC(=O)c2cccnc2Cl)C1 (centres undefined)
15	104	98	4	98	96	99	0	Cc1cccc2sc(N(CCN(C)C)C(=O)c3ccc4ccccc4c3)nc12
-1	106	107	2	98	106	98	2	CC(NC(=O)COc1ccc(S(=O)(=O)N2CCCC2)cc1)c1ccccc1 (centres undefined)
0	99	106	1	110	103	103	2	COCCC1CCCCN1C(=O)c1ccc2nc(Cc3ccccc3F)oc2c1 (centres undefined)
-19	102	102	-1	96	104	102	2	COC(=O)c1ccc2c(=O)n(CCN3CCOCC3)c(SCC(=O)C(C)(C)C)nc2c1
9	98	102	13	99	96	98	0	Cc1ccc(-c2c[n+](CC(=O)Nc3ccc(C)cc3C)c3n2CCC3)cc1
8	97	102	-6	102	97	93	0	Cc1c(C(=O)NCCCN2CCOCC2)oc2ccc(S(=O)(=O)N3CCOCC3)cc12
16	101	108	1	102	96	104	2	COc1ccc(/C=N/NC(=O)c2cccc(NC(=O)c3ccccc3Cl)c2)c(OC)c1
-4	103	102	-23	93	99	101	3	O=C(c1cccs1)N1CCc2c([nH]c3ccccc23)C1c1ccccn1 (centres undefined)
-3	121	103	-4&-7	93	99	97	3	COc1cc2cc(CN(Cc3cccnc3)C(=O)NCc3ccccc3)c(=O)[nH]c2cc1OC
16	99	98	8	91	97	98	0	O=C(c1cccc(OC2CCN(Cc3cc(F)cc(F)c3)CC2)c1)N1CCCC1
3	99	101	-3	108	98	104	4	COc1ccc(CNc2cc(C)ccc2C)c(OC)c1OC
2	102	98	-10	99	.	98	0	COc1ccc(-c2cc(C(=O)Nc3c(C)nn(Cc4ccc(Cl)cc4)c3C)no2)cc1
8	100	109	?	122	96	102	0	CC(Sc1nnnn1C)C(=O)Nc1ccc2c(c1)OCCO2 (centres undefined)
-3	?	84[may fluoresce red and violet]	2	?	?	?	21	CC(=O)NC(C)c1nc2ccccc2n1C(C)C (centres undefined)
-2	101	104	-10	115	97	96	0	Oc1ccc(N2CCN(c3ccnc4cc(Cl)ccc34)CC2)cc1
1	93	.	-1	93	88	85	2	CC(=O)c1cccc(N(C(=O)c2ccco2)C(C(=O)NC2CCCC2)c2ccncc2)c1 (centres undefined)
-3	110	107	.	109	105	104	0	CCC(C)(C)n1nnnc1C(c1cc2cc(C)cc(C)c2[nH]c1=O)N1CCCC1 (centres undefined)
-19	101	94	-9	105	98	90	1	Cc1ccnc(Nc2nc(-c3ccc(Cl)cc3)cs2)c1
17	105	108	1	107	100	103	4	O=C(CSc1ncnc2sccc12)N1CCN(C(=O)c2cccs2)CC1
7	105	106	2	98	104	100	0	O=C(NCCC1=CCCCC1)C1CCN(S(=O)(=O)c2cccc3nsnc23)CC1
-6	99	99	-12	95	98	107	23	CCC(=S)/C=C1\Sc2ccccc2N1CCCS(=O)(=O)O
17	109	110	1	111	100	99	0	Cc1cc(NC(=O)C(=O)NCc2cccc(Cl)c2)no1
-2	98	100	1	102	101	101	0	C=C1C2(C(=O)NCc3ccco3)CCC(C2)C1(C)C (centres undefined)
-7	113	124	-6	107	110	132	0	O=C(CCn1c(=O)[nH]c2ccccc2c1=O)N1CC=C(c2ccccc2)CC1
-4	105[may fluoresce green]	104[may fluoresce green]	-4	101[may fluoresce green]	103[may fluoresce green]	102[may fluoresce green]	7	Cc1cc(Cl)ccc1NC(=S)N1CCN(C(=O)c2ccco2)CC1
-4	87	112	-4	123	99	106	3	NNC(=O)C1SCCN1S(=O)(=O)c1ccc(Cl)cc1 (centres undefined)
1	98	97	10	.	95	91	6	O=C1CC(c2ccccc2)c2c(O)cc(O)cc2O1 (centres undefined)
10	109	97	-16	104	104	98	0	CCOc1ccccc1NC(=O)COC(=O)Cc1ccc(-c2ccccc2)cc1
4	109	106	-8	97	104	97	6	CC1CCCN1CC#CC(O)(c1ccccc1)c1ccccc1 (centres undefined)
32	95	85	6	102	93	76	0	C/C=C\C=C/C(=O)Nc1cccc(C2=NOC3(C2)C[C@@H](C(N)=O)N(C(=O)COc2ccc(Cl)cc2)C3)c1 (some centres undefined)
-3	104	98	-1	94	104	99	1	CN(CC(=O)NCCc1ccc(S(N)(=O)=O)cc1)Cc1ccc(Cl)cc1Cl

# Screens from PubChem BioAssay.
